# Screening results from PubChem BioAssay.
# proCasp3 act: activates human procaspase-3 | P42574 | recombinant procaspase-3 D3A, Ac-DEVD-pNA absorbance 405 nm | activation, % at 8.5 µM | hit rate 0.11% among 330,000 | AID 463141;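 active = activation above the mean of all tested compounds plus 3 SD, cut at about 21% in these data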;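 also: 0% = DMSO alone and 100% = DMSO wells spiked with extra 5 µM PC-3 D3A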
# Target sequence (P42574 whole entry D9A/D28A/D175A): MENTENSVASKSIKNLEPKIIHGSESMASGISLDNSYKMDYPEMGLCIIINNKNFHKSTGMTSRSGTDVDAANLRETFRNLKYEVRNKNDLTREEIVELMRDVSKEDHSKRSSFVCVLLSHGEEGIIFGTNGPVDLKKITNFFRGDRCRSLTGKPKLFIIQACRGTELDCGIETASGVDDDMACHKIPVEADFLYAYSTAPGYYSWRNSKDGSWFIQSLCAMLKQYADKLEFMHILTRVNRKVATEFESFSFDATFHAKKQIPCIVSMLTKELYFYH
#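 Evaluation: percent activation relative to control range; Material: Procaspase-3 D3A mutant, all three cleavage aspartates alanine; Compound: single dose, 8.5 µM nominal compound, 0.8% DMSO; Replication: one well per compound; Signal: absorbance at 405 nm, 0 and 120 min; Schedule: 1 h preincubation plus 2 h reaction at 25 °C.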
# PP5 inh: blocks human protein phosphatase 5 activity; P53041; purified PP5c, OMFP substrate fluorescence; inhibition, % at 6.7 µM; hit rate 0.18% among 320,000;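 active = inhibition above the campaign's mean inhibition across all tested compounds plus 3 SD, cut at about 9.5% in these data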;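 also: 0% = DMSO only and 100% = 100 µM cantharidin control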
# procasp7 counter: counter-screen for procaspase-3 activators: activators of human procaspase-7; recombinant procaspase-7, Ac-DEVD-pNA absorbance 405 nm; D23A/D198A/D206A triple mutant, cannot self-cleave; scale: DMSO 0, 5 µM enzyme 100; P55210; hit rate 0.093% among 330,000; activation, % at 8.5 µM;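 active = percent activation above the screen-wide mean plus 3 SD, cut at about 25% in these data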
# Target sequence (P55210 whole entry D23A/D198A/D206A): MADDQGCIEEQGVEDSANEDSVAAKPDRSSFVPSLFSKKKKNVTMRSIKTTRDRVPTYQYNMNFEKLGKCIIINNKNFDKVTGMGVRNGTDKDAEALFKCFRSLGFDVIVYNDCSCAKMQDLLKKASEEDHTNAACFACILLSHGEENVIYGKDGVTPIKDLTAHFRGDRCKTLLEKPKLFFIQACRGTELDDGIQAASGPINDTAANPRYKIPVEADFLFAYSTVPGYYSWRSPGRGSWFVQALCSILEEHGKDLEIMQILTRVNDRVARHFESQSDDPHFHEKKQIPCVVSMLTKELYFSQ
#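 Assay system – Uncleavable procaspase-7 mutant enzyme · Quantity – 2 µM procaspase-7 mutant as dispensed · Times – 1 h preincubation, 2 h reaction · Dosing – single nominal 8.5 µM compound dose, 0.8% DMSO final · Buffer or medium – Zinc-free 50 mM HEPES buffer, pH 7.4, with NaCl and Triton X-100 · Detection – Epi-absorbance of released pNA at 405 nm, two timepoints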
# AHR activator: human AHR activation; P35869; AHR-responsive luciferase reporter cells, luminescence; activation, % at 5 µM; hit rate 2.5% among 320,000; in the data active = activation above about 47%;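 also: 0% = vehicle wells and 100% = reference agonist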
# PP1 inh: PP1-alpha (human) inhibition in PP5 counter-screen. inhibition, % at 6.7 µM. P62136. hit rate 0.9% among 320,000. purified PP1alpha, OMFP fluorescence;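 active = inhibition above the mean inhibition of all tested compounds plus 3 SD, computed separately for each screening campaign, cut at about 15% in these data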
# Target sequence (P62136 whole entry, looked up): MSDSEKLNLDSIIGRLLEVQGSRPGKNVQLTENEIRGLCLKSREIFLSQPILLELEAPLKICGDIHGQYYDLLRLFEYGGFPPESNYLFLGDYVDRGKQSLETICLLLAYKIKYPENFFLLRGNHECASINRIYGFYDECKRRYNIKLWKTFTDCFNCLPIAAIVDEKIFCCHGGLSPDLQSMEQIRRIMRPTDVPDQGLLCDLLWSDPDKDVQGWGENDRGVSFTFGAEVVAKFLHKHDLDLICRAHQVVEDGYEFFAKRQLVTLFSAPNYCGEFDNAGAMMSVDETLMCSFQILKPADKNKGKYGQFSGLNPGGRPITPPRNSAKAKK
# CTSL1 counter: blocks F. hepatica cathepsin L1 in PFM18AAP counter-screen; recombinant F. hepatica cathepsin L1, Z-Leu-Arg-MCA fluorescence; inhibition, % at 5.96 µM; hit rate 0.49% among 300,000; AID 1906;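 active = inhibition above the mean of all tested compounds plus 3 SD, set per screening campaign, cut at about 17% in these data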;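 also: 0% = plate median of test compound wells and 100% = 1 µM Z-Phe-Ala-diazomethylketone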
# HCV core dimer: HCV core protein dimerization inhibition; TR-FRET GST/Flag-core106 dimerization, 1536-well; inhibition, % at 5 µM; hit rate 0.33% among 300,000;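 active = inhibition above the mean of all tested compounds plus 3 SD, set per screening campaign, cut at about 45% in these data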
#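 Assay system: GST-tagged and Flag-tagged HCV core protein residues 1-106 / Times: compound-protein-antibody incubation 4 h at 22.5 °C / Signal: time-resolved FRET, ex 340 nm, em 617 and 671 nm / Evaluation: % inhibition based on acceptor/donor emission ratio / Benchmarks: wells lacking GST-core106 and wells with excess unlabelled core106 / Repeats: singlicate, one well per compound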
# PAFAH2 FP inh: inhibitors of human PAFAH2 | recombinant PAFAH2, FP-rhodamine activity probe, fluorescence polarization | inhibition, % at 3.39 µM | hit rate 0.99% among 340,000 | AID 492956;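 active = inhibition above the mean over all tested compounds plus 3 SD, cut at about 30% in these data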;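 also: inhibitors block probe labeling of enzyme so polarization drops; 0% = enzyme with DMSO and 100% = wells lacking PAFAH2 protein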
# TPT1 inh: inhibitors of Candida albicans tRNA 2'-phosphotransferase TPT1; recombinant caTPT1, FP RNA substrate dephosphorylation; inhibition, % at 5 µM; hit rate 0.81% among 300,000; AID 1962;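 active = inhibition above the mean of all tested compounds plus 3 SD, set per screening campaign, cut at about 24% in these data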;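 also: plate controls were DMSO alone for no effect and ferristatin control at 100 nM for full effect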
# Numbers without * were called inactive; / = not tested or not shown. Compounds as they come (roughly 5.6% active in at least one column).
# Start of the listing, in advance, 3 compounds:
SMILES,proCasp3 act,PP5 inh,procasp7 counter,AHR activator,PP1 inh,CTSL1 counter,HCV core dimer,PAFAH2 FP inh,TPT1 inh
CC(=O)Nc1ccc(S(=O)(=O)NC(C)C(=O)NCC(c2ccco2)N2CCCCC2)cc1 (stereo not drawn),0,2.1,-5,1,0,/,/,2,/
Cc1ccc(NC(=O)CCSc2ccccn2)cc1,-4,0.6,-9,2,4,-2,6,5,-2
C=C(C)Cn1c(CCCNC(=O)C(C)(C)C)nc2ccccc21,2,-0.1,6,6,-5,-4,-5,-1,-4

# The list itself (from the top)
SMILES,proCasp3 act,PP5 inh,procasp7 counter,AHR activator,PP1 inh,CTSL1 counter,HCV core dimer,PAFAH2 FP inh,TPT1 inh
CC(=O)Nc1ccc(S(=O)(=O)NC(C)C(=O)NCC(c2ccco2)N2CCCCC2)cc1 (stereo not drawn),0,2.1,-5,1,0,/,/,2,/
Cc1ccc(NC(=O)CCSc2ccccn2)cc1,-4,0.6,-9,2,4,-2,6,5,-2
C=C(C)Cn1c(CCCNC(=O)C(C)(C)C)nc2ccccc21,2,-0.1,6,6,-5,-4,-5,-1,-4
COCc1nnc(NC(=O)c2sc3ccccc3c2Cl)s1,9,0.5,-3,1,2,4,5,-7,-2
Cc1nnsc1C(=O)NC(C)c1ccccc1 (stereo not drawn),1,4.8,-2,1,-4,-1,-1,7,1
CCOc1cc(C(=O)N2CCCC2)cc(OCC)c1OCC,5,1.8,1,9,-2,2,2,3,-2
O=C(C1CCCCC1)N1CCN(c2nc(-c3ccc(F)cc3)cs2)CC1,5,-0.1,1,2,1,-4,9,-3,-2
COc1ccc(C(=O)CSc2nnc(-c3cccnc3)n2Cc2ccco2)cc1,4,-2.0,-10,3,0,-3,6,-4,2
CCC(C)c1ccccc1N1CC(C(=O)N(C)CC(=O)Nc2cccc(F)c2)CC1=O (stereo not drawn),-4,1.5,-4,0,-1,1,-8,2,-3
COc1cc([N+](=O)[O-])cc(/C=N/NC(=O)Cn2nc(C)cc2C)c1O,-7,0.0,-9,4,1,-12,-7,-5,0
Cc1cc(NC(=O)CSc2nc(C3CC3)nc3sc4c(c23)CCC(C)C4)no1 (stereo not drawn),10,-0.5,3,0,-3,-4,-5,/,-2
COC(=O)c1ccc(NC(=O)Cn2cnc3c(nnn3-c3cccc(OC)c3)c2=O)cc1,1,1.6,-10,3,-1,0,19,-15,0
Clc1ccc(CO/N=C/c2c(-c3ccccc3)nc3n2CCS3)c(Cl)c1,5,6.1,-5,-2,4,-3,8,6,1
O=C(/C=C/c1cccc(Br)c1)NC1CCN(Cc2ccccc2)CC1,4,3.2,-4,5,-3,1,-8,-4,4
O=C(COc1ccc(Br)cc1)Nc1ccccc1C(=O)NC1CC1,7,-1.7,4,6,-1,0,6,1,2

# Three entries already listed, ordered by heavy-atom count, highest first:
SMILES,proCasp3 act,PP5 inh,procasp7 counter,AHR activator,PP1 inh,CTSL1 counter,HCV core dimer,PAFAH2 FP inh,TPT1 inh
CCC(C)c1ccccc1N1CC(C(=O)N(C)CC(=O)Nc2cccc(F)c2)CC1=O (stereo not drawn),-4,1.5,-4,0,-1,1,-8,2,-3
O=C(COc1ccc(Br)cc1)Nc1ccccc1C(=O)NC1CC1,7,-1.7,4,6,-1,0,6,1,2
COCc1nnc(NC(=O)c2sc3ccccc3c2Cl)s1,9,0.5,-3,1,2,4,5,-7,-2

# Back to the main list; the four compounds before the break are reprinted first.
SMILES,proCasp3 act,PP5 inh,procasp7 counter,AHR activator,PP1 inh,CTSL1 counter,HCV core dimer,PAFAH2 FP inh,TPT1 inh
COC(=O)c1ccc(NC(=O)Cn2cnc3c(nnn3-c3cccc(OC)c3)c2=O)cc1,1,1.6,-10,3,-1,0,19,-15,0
Clc1ccc(CO/N=C/c2c(-c3ccccc3)nc3n2CCS3)c(Cl)c1,5,6.1,-5,-2,4,-3,8,6,1
O=C(/C=C/c1cccc(Br)c1)NC1CCN(Cc2ccccc2)CC1,4,3.2,-4,5,-3,1,-8,-4,4
O=C(COc1ccc(Br)cc1)Nc1ccccc1C(=O)NC1CC1,7,-1.7,4,6,-1,0,6,1,2
c1ccc(Oc2ccc(-c3ccnc4nc(N5CCOCC5)nn34)cc2)cc1,-5,1.3,-3,11,1,5,13,4,-2
COc1cc(/C(C)=N/N2CCN(Cc3ccc(C)cc3)CC2)ccc1O,4,2.9,7,0,-5,4,9,0,-1
COc1cc(OC)cc(-c2cc(N)n(S(=O)(=O)c3cccc4nsnc34)n2)c1,1,3.9,-10,55*,0,-7,5,5,2
CC(=O)N/C(=C\c1ccccc1)C(=O)OCC(=O)N(C)C1CCCCC1,11,2.1,3,1,-1,-2,-3,6,-4
Cc1ccc2nc(-c3ccc(NC(=S)NC(=O)CC(C)C)cc3)sc2c1,7,1.8,7,8,-2,3,-6,9,-6
Clc1ccccc1C1CC(c2ccccc2)=Nc2ccccc2N1 (stereo not drawn),-3,-1.6,-1,14,-4,8,4,11,-1
CCN(CC)CCCNC(=O)Cn1ncc2c(=O)oc3ccc(C)cc3c21,-2,-1.8,4,3,-2,-2,2,-5,-2
COc1cc(CC2C(=O)Nc3ccccc32)cc(C)c1O (stereo not drawn),5,0.5,6,5,1,-2,-6,-7,-3
O=C(NCc1ccco1)C(c1ccncc1)N(C(=O)Cn1nnc2ccccc21)c1ccccc1F (stereo not drawn),4,1.3,-9,0,1,-6,-4,2,-2
O=C(O)CCCC(=O)Nc1ccn(-c2ccccc2)n1,0,-2.8,-5,2,3,0,-2,2,0
CCc1nc2ccccc2c(C(=O)OCc2nc3ccccc3c(=O)[nH]2)c1C,6,/,13,118*,/,/,/,-3,/
O=C(c1ccc(Cl)cc1)C1CCN(C(=O)N2CCOCC2)CC1,2,1.1,9,-8,-8,-2,1,1,-5
COc1ccc(OCCOCCN2CCOCC2)cc1,4,0.5,-11,-2,-2,-2,-4,1,0
Cc1ccc(S(=O)(=O)N2CCN(C(=O)CSc3ncc(C(F)(F)F)cc3Cl)CC2)cc1,-1,1.5,2,2,4,6,17,-2,-2
COCCCNC(=O)c1ccc([N+](=O)[O-])c(Cl)c1,4,-1.3,8,2,-1,1,-2,6,-6
COc1ccc(C(=O)N2CCN(c3ccc(N4CCOCC4)nn3)CC2)cc1OC,-4,-2.7,6,0,-6,3,-2,-3,1
CC(C)(C)OC(=O)N1CCC(NC(=O)c2nc[nH]c2C(=O)NCC(=O)OCc2ccccc2)CC1,1,1.4,-1,2,5,-2,-3,-3,0
O=C(CSc1nc2c(c(=O)n1-c1ccccc1)SCC2)N1CCN(c2ccccc2)CC1,-7,2.9,5,2,-4,3,18,-1,4
COc1ccc(N2CC(C(=O)Nc3nnc(SCc4cccnc4)s3)CC2=O)cc1 (stereo not drawn),4,4.0,-2,-1,1,-1,7,3,-1
Cc1c(Cl)ccc2c1NC(=O)C21NC(CCC(N)=O)[C@H]2C(=O)N(c3ccc(Cl)cc3)C(=O)[C@H]21 (stereo partly drawn),2,-2.1,0,18,-1,0,14,10,4
COc1cccc(C2C(C#N)=C(N)N(N(C)C)C3=C2C(=O)CC(C)(C)C3)c1 (stereo not drawn),4,-1.1,14,-1,-5,2,3,-7,-2
CCC(=O)Nc1ccc(C(=O)N2CCN(C(=O)c3ccco3)CC2)cc1,-2,1.8,7,-2,0,-1,4,0,-1
Cc1cc(=O)oc2cc(OCC(=O)Nc3nnc(CC(C)C)s3)ccc12,14,0.9,11,-4,0,5,12,-1,-2
COc1ccc(Nc2ccc(N3C(=O)CC(C)C3=O)cc2[N+](=O)[O-])cn1 (stereo not drawn),-2,-2.0,1,-1,0,0,-4,1,-11
CN(c1ncc(C(F)(F)F)cc1Cl)n1cc(C(N)=O)c2ccccc2c1=O,1,-2.7,2,-2,-2,-2,1,-3,-5
CN(C)c1ccc(/C=N/NC(=O)C(O)c2ccc(Br)cc2)cc1 (stereo not drawn),2,-1.4,-4,8,3,1,-9,2,0
O=C(NCCN1C(=O)S/C(=C\c2ccc(Cl)cc2)C1=O)c1ccc(F)c(S(=O)(=O)N2CCOCC2)c1,-1,-0.5,8,9,-1,2,18,-5,0
CCC(C)(C)C1CCc2c(sc(NC(=O)c3cccs3)c2C(N)=O)C1 (stereo not drawn),6,-0.6,5,3,-2,2,0,4,-3
O=C(NCc1ccccc1F)c1cccc(S(=O)(=O)NCc2ccccc2)c1,1,3.3,-4,-3,0,-1,-1,15,2
CC(C(=O)Nc1ccc2c(c1)OCCO2)N(C)Cc1c(F)cccc1Cl (stereo not drawn),-10,-1.9,4,23,-3,-2,5,7,0
COc1ccc(C[C@H]2CN3C(=NC[C@@H]3C(C)C)N2C[C@H](C)NC(=O)c2ccc(C)c(Br)c2)cc1,-4,-4.6,-2,4,3,2,-16,4,-6
FC(F)Sc1ccc(NC2=NCCCCC2)cc1,-3,2.2,-4,1,-2,-4,-1,1,-2
Cc1c(Cl)cccc1NC(=O)CSc1nnc(CCNC(=O)OC(C)(C)C)o1,-4,-1.8,2,6,1,13,-11,3,-6
CC(C)CCNC(=O)C(=O)NCc1ccccc1,-2,-2.2,8,0,-3,-3,-10,-6,-1
CC1CN(C(=O)C(C)OC(=O)c2ccc3ncsc3c2)CC(C)O1 (stereo not drawn),2,-0.4,0,0,-4,/,/,-2,/
CC(C)(C)C(=O)CSc1nnc(Nc2ccccc2)s1,2,1.3,6,11,0,-2,-3,-1,-3
Cc1noc(NS(=O)(=O)c2ccc(NC(=O)C(Cl)(Cl)Cl)cc2)c1C,4,3.1,-11,7,5,1,-20,3,-2
